# GSTO1 counter: GSTO1 inhibition, counter-screen for RBBP9 inhibitors; P78417; recombinant GSTO1, activity-based probe fluorescence polarization; inhibition, % at 5.96 µM; 1.1% of 300,000 active; AID 1974;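 active means inhibition above the campaign mean inhibition plus 3 SD, cut at about 35% in these data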;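 further: 0% = GSTO1-1 with DMSO and 100% = wells lacking GSTO1-1 enzyme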
# MEX-5 binding: C. elegans MEX-5 TCR-2 RNA binding activity; activity score (negative = inhibition of binding), % at 10 µM; AID 1832; Q9XUB2; MEX-5/FITC-TCR2 RNA binding, fluorescence polarization; hits give low values; 0.38% of 300,000 active;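 active means inhibition past about -25% in most replicates, and total fluorescence under double the plate's negative control median, limit read from the data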;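 further: 0% = DMSO and -100% = 5 µM competing unlabeled TCR2 RNA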
# PME-1 primary: PME-1 (human) inhibition; inhibition, % at 5.9 µM; 0.53% of 320,000 active; recombinant PME-1, FP-Rh probe fluorescence polarization;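 active means inhibition above the campaign mean of all compounds plus 3 SD, cut at about 26% in these data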;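 further: competitive labeling of PME-1 active site by serine hydrolase directed probe; 0% = PME-1 with DMSO and 100% = wells lacking PME-1 enzyme; inhibitors block probe labeling so polarization falls and inhibition rises; many of its hits are not listed in these tables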
# Target sequence (Q9Y570 whole entry, looked up): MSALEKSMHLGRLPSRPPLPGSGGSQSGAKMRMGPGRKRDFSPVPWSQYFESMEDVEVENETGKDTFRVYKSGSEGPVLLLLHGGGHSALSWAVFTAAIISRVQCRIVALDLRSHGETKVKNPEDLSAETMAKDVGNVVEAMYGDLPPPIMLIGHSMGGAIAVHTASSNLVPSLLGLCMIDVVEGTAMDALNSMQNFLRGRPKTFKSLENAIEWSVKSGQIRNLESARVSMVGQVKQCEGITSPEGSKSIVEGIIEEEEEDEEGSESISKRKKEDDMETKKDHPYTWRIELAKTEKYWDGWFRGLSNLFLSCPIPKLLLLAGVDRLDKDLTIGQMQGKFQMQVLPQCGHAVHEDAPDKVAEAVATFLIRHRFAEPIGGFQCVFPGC
# PAD4 FP inh: blocks human protein arginine deiminase 4 | 0.41% of 330,000 active | inhibition, % at 6.36 µM | Q9UM07 | recombinant PAD4, RCA probe fluorescence polarization | AID 485272;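 active means percent inhibition above a cutoff equal to the mean of all tested compounds plus 3 SD, cut at about 15% in these data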;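 further: 0% = PAD4 with RCA probe and DMSO and 100% = probe without PAD4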
# Fam108B counter: counter-screen for RBBP9 inhibitors: inhibitors of mouse Fam108B; 0.33% of 300,000 active; recombinant Fam108B, FP-Rh probe fluorescence polarization; inhibition, % at 9.51 µM;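 active means inhibition above the screen mean inhibition plus 3 SD, computed separately per campaign, cut at about 18% in these data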;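 further: inhibitors lower polarization as less probe binds the enzyme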
# Bcl-xL primary: Bcl-xL (human) inhibition. Q07817. GST-Bcl-xL / FITC-Bim BH3 peptide fluorescence polarization. inhibition, % at 10.9 µM. 0.7% of 320,000 active. AID 2129;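 active means inhibition above the mean of all tested compounds plus 3 SD, cutoff set per campaign, cut at about 30% in these data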;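 further: 0% = DMSO wells and 100% = unlabeled Bim-BH3 peptide competitor; inhibitors lower millipolarization by displacing the labeled peptide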
# Target sequence (Q07817 whole entry, looked up): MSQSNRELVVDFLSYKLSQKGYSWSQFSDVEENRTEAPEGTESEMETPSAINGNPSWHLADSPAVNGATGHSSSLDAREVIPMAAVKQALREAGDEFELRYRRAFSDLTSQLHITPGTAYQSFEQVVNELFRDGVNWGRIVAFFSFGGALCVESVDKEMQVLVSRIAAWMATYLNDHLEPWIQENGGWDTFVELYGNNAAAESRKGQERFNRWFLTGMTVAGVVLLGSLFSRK
# TPT1 inh: inhibitors of Candida albicans tRNA 2'-phosphotransferase TPT1; 0.81% of 300,000 active; inhibition, % at 5 µM; recombinant caTPT1, FP RNA substrate dephosphorylation;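 active means inhibition above the mean of all tested compounds plus 3 SD, set per screening campaign, cut at about 24% in these data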;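 further: plate controls were DMSO alone for no effect and ferristatin control at 100 nM for full effect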
# GLD-1 TGE inh: GLD-1-TGE RNA interaction inhibition (C. elegans) | 0.44% of 320,000 active | purified GLD-1 + fluorescein TGE RNA, fluorescence polarization | inhibition, % at 5.96 µM;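 active means percent inhibition above a per-plate cutoff, the plate mean of test compounds plus 3 SD, cut at about 30% in these data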;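 further: 0% = DMSO wells with GLD-1 and probe and 100% = wells lacking GLD-1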
# MCL1 BIM primary: disrupts human MCL1 binding to BIM-BH3 peptide; Q07820; GST-MCL1 / FITC-Bim-BH3 fluorescence polarization; inhibition, % at 10.9 µM; 0.68% of 320,000 active;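 active means inhibition above the mean inhibition of all tested compounds plus 3 SD, set per campaign, cut at about 40% in these data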;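 further: 0% = DMSO wells and 100% = unlabeled Bim-BH3 peptide control; higher means more loss of mP so more displacement of Bim peptide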
# Target sequence (Q07820 whole entry, looked up): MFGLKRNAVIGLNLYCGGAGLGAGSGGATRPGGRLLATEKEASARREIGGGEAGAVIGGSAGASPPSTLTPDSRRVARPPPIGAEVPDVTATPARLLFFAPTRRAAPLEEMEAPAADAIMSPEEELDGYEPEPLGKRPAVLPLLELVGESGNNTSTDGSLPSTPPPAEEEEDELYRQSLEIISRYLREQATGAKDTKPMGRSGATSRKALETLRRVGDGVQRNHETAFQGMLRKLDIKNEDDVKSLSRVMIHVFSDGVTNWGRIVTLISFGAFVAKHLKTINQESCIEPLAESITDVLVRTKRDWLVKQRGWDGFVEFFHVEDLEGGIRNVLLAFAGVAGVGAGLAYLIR
# Starred values were filed as active, the others as inactive; . = no result given.
Compound,GSTO1 counter,MEX-5 binding,PME-1 primary,PAD4 FP inh,Fam108B counter,Bcl-xL primary,TPT1 inh,GLD-1 TGE inh,MCL1 BIM primary
COCCn1cc(C(=O)NCCN(C)C)c2c3ccccc3n(C)c2c1=O,-4,-4.9,0,-1,1,4,0,-6,8
CCN(CC)C(=O)C(=O)N/N=C/c1ccc(Br)cc1,0,-1.9,2,2,-8,0,-3,-5,4
CCN(CC)c1ccc(/C=N/Nc2ccccc2)c(O)c1,32,0.4,-1,4,3,12,10,18,16
CC(C)c1[nH]nc2c1C(C1C=CCCC1)C(C#N)=C(N)O2 (configuration not stated),1,-1.5,-1,0,2,2,-4,12,-2
OC(CNCc1ccccc1Cl)COc1ccc(F)cc1 (configuration not stated),-1,3.6,-3,-2,-2,-5,0,4,-1
O=c1[nH]nc(Cc2ccc(-c3ccc(Cl)cc3)o2)c2ccccc12,0,0.9,3,-4,-1,11,-3,4,5
Cc1c(NC(=O)Cc2noc3ccccc23)cccc1[N+](=O)[O-],8,1.3,5,4,-4,4,74*,-2,1
Cc1ccc(-c2nnc(SCC(=O)Nc3ccccc3F)o2)cc1,9,0.4,3,3,4,1,0,5,-2
CCCCN(C)CCN1C(=O)C2C(C(=O)Nc3ccc(C)cc3)C3C=CC2(O3)C1C(=O)NC1CCCCC1 (configuration not stated),-2,-1.5,1,-6,1,1,0,2,6
CN(c1ccccc1)S(=O)(=O)c1ccc(Cl)nc1,5,-0.7,3,0,6,6,-3,-6,0
Cc1cc(OCC(=O)NCc2ccncc2)c2c(C)c(C)c(=O)oc2c1,4,-1.5,-6,0,-3,4,1,2,-2
CCc1nnc(NC(=O)C(=O)NCCOC(=O)c2ccccc2Cl)s1,-2,0.9,1,-3,1,9,-1,-8,5
CC(=O)c1cccc(OCC(=O)N2CCCc3ccccc32)c1,0,1.6,-4,-1,-1,5,0,1,3
Oc1c(Cl)cccc1C=Nc1cc(C(F)(F)F)ccc1N1CCCC1,-5,0.3,5,-4,2,1,-4,2,5
CCOC(=O)N1CCN(S(=O)(=O)/C=C/c2ccccc2)CC1,-1,0.0,2,0,2,-1,0,-3,2
COc1ccccc1OCCCCN1CCN(C(c2ccccc2)c2ccccc2)CC1,-3,-1.6,2,1,-1,4,-1,-1,-1
Cc1nc2ccc(S(=O)(=O)NC(C(=O)NCc3cccs3)C(C)C)cc2s1 (configuration not stated),1,-2.4,-5,1,-1,1,-6,3,-1
O=C(CCSCCc1ccncc1)NCCCN1CCOCC1,-5,-2.5,-6,1,0,4,1,0,-2
O=C(NCc1ccncc1)c1nnc(Cc2c(F)cccc2Cl)o1,4,2.4,4,1,0,6,-2,3,6
S=C(Nc1ccccc1Cl)N1CCCC1,-1,1.1,6,-3,-1,-10,1,-5,-6

# The last four compounds of the section before are carried over, then new ones follow.
Compound,GSTO1 counter,MEX-5 binding,PME-1 primary,PAD4 FP inh,Fam108B counter,Bcl-xL primary,TPT1 inh,GLD-1 TGE inh,MCL1 BIM primary
Cc1nc2ccc(S(=O)(=O)NC(C(=O)NCc3cccs3)C(C)C)cc2s1 (configuration not stated),1,-2.4,-5,1,-1,1,-6,3,-1
O=C(CCSCCc1ccncc1)NCCCN1CCOCC1,-5,-2.5,-6,1,0,4,1,0,-2
O=C(NCc1ccncc1)c1nnc(Cc2c(F)cccc2Cl)o1,4,2.4,4,1,0,6,-2,3,6
S=C(Nc1ccccc1Cl)N1CCCC1,-1,1.1,6,-3,-1,-10,1,-5,-6
CC(=O)Nc1ccc2c(c1)nc(CCN1CCOCC1)n2C,7,1.0,-8,0,0,-1,1,1,-1
Cc1cn2c(=O)c(C(=O)NCc3ccc4c(c3)OCO4)cnc2s1,0,-0.6,3,-2,2,-2,-3,-9,2
CCSc1nnc(NC(=O)CSC2=NN3CCCC(=O)N=C3S2)s1,6,-0.3,5,-4,-2,0,-2,2,-2
CC1(C)CC(=O)c2ccc(OCc3ccc([N+](=O)[O-])cc3)cc2O1,-1,-1.9,-1,-3,-2,-5,-2,1,-15
Cc1nn(-c2ccccc2)c(C)c1C(=O)OCC(=O)Nc1ccccc1C(F)(F)F,.,.,-2,-8,.,-3,.,2,-4
CCc1nc2scc(-c3cccs3)c2c(=O)o1,4,-1.1,-5,-4,2,4,-1,-2,10
Cc1cc(C)nc(N(C#N)Cc2ccc(Cl)cc2)n1,-8,-0.3,3,0,-1,-3,0,-7,10
O=C(CN1C(=O)c2ccccc2C1=O)Nc1ccccc1C(=O)N1CCCC1,0,0.2,5,1,-1,2,-8,8,3
Cc1ccc(S(=O)(=O)Nc2ccccc2F)cc1C(=O)N1CCCC1,.,.,-1,0,.,3,.,-4,-2
COc1cc(CNc2ccc3[nH]c(=O)[nH]c3c2)cc(Br)c1OCC(=O)NC(C)(C)C,-1,-0.1,14,-6,4,1,0,2,0
Cc1c(C(=O)O)oc2ccc(S(=O)(=O)NCc3ccc4c(c3)OCO4)cc12,-2,-1.8,3,-4,2,5,0,5,1
Cc1cc(NC(=O)c2cccc(Br)c2)no1,6,.,-3,1,-3,7,1,1,7
CCNNC(=O)C(O)(Cc1ccccc1)Cc1ccccc1,3,-1.3,-7,-2,8,1,-2,-2,-1
Cn1c(SCC(=O)N2CCOCC2)nnc1-c1ccc2ncccc2c1,2,-0.7,2,-2,-3,2,1,3,6
CC1Cc2cc(C3(O)C(=O)c4ccccc4C3=O)ccc2N1 (configuration not stated),7,-3.9,3,4,13,0,2,-2,5
CN(CCOc1ccccc1)Cc1nc2cc(Cl)ccc2c(=O)[nH]1,-20,3.8,0,3,-2,3,2,-9,7
COc1ccc(C(=O)Nc2nc(C)cc(C)n2)cc1[N+](=O)[O-],0,1.9,-6,-2,0,0,2,5,4
COc1ccc(NC(=S)NC(C)Cc2cccs2)cc1 (configuration not stated),3,1.0,9,-2,2,-2,-2,-1,1
O=C(Nc1ccc(F)c(F)c1)C1CCCN1S(=O)(=O)c1ccc(F)cc1 (configuration not stated),1,-5.6,2,-1,-1,-2,5,4,1
Cc1ccc(NC(=O)c2c(C)nc3ccccn23)cc1C,11,1.1,-6,-2,-1,0,0,0,-12

# Given field by field: 4 of the compounds above.
> CCc1nc2scc(-c3cccs3)c2c(=O)o1
  GSTO1 counter: 4
  MEX-5 binding: -1.1
  PME-1 primary: -5
  PAD4 FP inh: -4
  Fam108B counter: 2
  Bcl-xL primary: 4
  TPT1 inh: -1
  GLD-1 TGE inh: -2
  MCL1 BIM primary: 10
> Cc1cc(C)nc(N(C#N)Cc2ccc(Cl)cc2)n1
  GSTO1 counter: -8
  MEX-5 binding: -0.3
  PME-1 primary: 3
  PAD4 FP inh: 0
  Fam108B counter: -1
  Bcl-xL primary: -3
  TPT1 inh: 0
  GLD-1 TGE inh: -7
  MCL1 BIM primary: 10
> O=C(CN1C(=O)c2ccccc2C1=O)Nc1ccccc1C(=O)N1CCCC1
  GSTO1 counter: 0
  MEX-5 binding: 0.2
  PME-1 primary: 5
  PAD4 FP inh: 1
  Fam108B counter: -1
  Bcl-xL primary: 2
  TPT1 inh: -8
  GLD-1 TGE inh: 8
  MCL1 BIM primary: 3
> Cc1ccc(S(=O)(=O)Nc2ccccc2F)cc1C(=O)N1CCCC1
  GSTO1 counter: .
  MEX-5 binding: .
  PME-1 primary: -1
  PAD4 FP inh: 0
  Fam108B counter: .
  Bcl-xL primary: 3
  TPT1 inh: .
  GLD-1 TGE inh: -4
  MCL1 BIM primary: -2

# (more compounds)
Compound,GSTO1 counter,MEX-5 binding,PME-1 primary,PAD4 FP inh,Fam108B counter,Bcl-xL primary,TPT1 inh,GLD-1 TGE inh,MCL1 BIM primary
CC(C)C(NC(=O)c1ccc(C(C)(C)C)cc1)C(=O)NC1=NCCS1 (configuration not stated),2,1.9,-1,-1,-1,6,-1,11,3
COC(=O)c1[nH]c2ccccc2c1NC(=O)CN1CCN(C/C=C/c2ccccc2)CC1,0,0.2,9,-5,4,-6,0,1,-24
c1ccc(-c2nc(NCc3ccco3)c3oc4ccccc4c3n2)cc1,-8,5.3,-46,-4,-26,2,0,-1,-2
CCN1CCCC1CNC(=O)c1ccc(N2CCCC2=O)cc1 (configuration not stated),-1,-3.3,0,2,2,6,-2,-3,9
O=C1Nc2ccc([N+](=O)[O-])cc2OC1CCN1CCN(Cc2ccc3c(c2)OCO3)CC1 (configuration not stated),-3,-4.9,9,-2,1,-3,6,2,-3
O=C(Cc1ccc(Br)cc1)c1ccc(O)cc1O,6,0.0,-6,0,3,7,-6,-7,9
COc1cc(NC(=O)CN2CCC(Cc3ccccc3)CC2)c(C)cc1[N+](=O)[O-],6,-0.1,-3,-1,-1,5,-1,-1,6
O=C(NC1CCCCC1)C(c1ccc(O)cc1)N(CC1CCCO1)C(=O)C1COc2ccccc2O1 (configuration not stated),5,-2.9,0,-5,0,7,-2,2,6
COc1ccc(OC)c(S(=O)(=O)N2CCC(C(=O)NCc3ccccc3OC)CC2)c1,-3,3.0,5,0,0,8,-3,2,13
O=C(CCc1ccccc1)NC(NC(=S)Nc1cccc(Cl)c1)C(Cl)(Cl)Cl (configuration not stated),-10,-1.0,-21,-1,-21,9,-2,0,8
O=c1[nH]ncc(NCc2ccc(Cl)cc2)c1Cl,-2,1.2,0,1,2,1,-3,-2,2
O=C(c1cnc(Cl)c(Cl)c1)N1CCN(S(=O)(=O)c2ccc(F)cc2)CC1,2,0.0,5,4,-3,-1,0,-4,-1
O=[N+]([O-])c1cc(S(=O)(=O)CCCN2CCOCC2)ccc1F,8,0.9,1,-1,-2,6,0,-1,4
O=C(O)CC(NC(=O)c1cccc([N+](=O)[O-])c1)c1ccc2c(c1)OCO2 (configuration not stated),7,0.5,1,-8,-2,-5,0,-4,-5
COc1ccccc1-n1c(=O)c2c3c(sc2n2c(=S)[nH]nc12)CCC3,10,-1.5,-2,2,7,-29,1,2,-16
O=C(Nc1ccccc1)NC1(C(=O)N2CCC(O)CC2)CCCCC1,0,2.9,7,3,4,3,0,-1,8
Cc1ccc(-c2nnc(SCC(=O)N(CC(C)C)c3c(N)n(Cc4ccccc4)c(=O)[nH]c3=O)n2N)cc1,6,2.0,-2,0,-3,-4,4,-3,-14
COc1ccc(CN(C)CC(=O)Nc2ccc(Cl)cc2F)c(OC)c1,-7,0.7,0,0,-1,4,-1,5,3
COc1cc(C(=O)CSc2nccn2C)cc(OC)c1OC,-2,-0.4,-3,-1,0,1,2,4,-3
Cc1c(C(=O)NCCN2C(=O)S/C(=C\c3cccnc3)C2=O)cccc1[N+](=O)[O-],-6,2.5,-2,2,7,-8,4,-1,-4
CCN(CC)S(=O)(=O)c1ccc2oc(C(=O)NCc3ccc(C)cc3)c(C)c2c1,-1,-0.5,-7,4,3,1,-5,-2,4
COc1ccc(CNC(=O)CSc2nnc3c(n2)[nH]c2ccc(OC)cc23)cc1,-10,-1.1,-23,-4,-25,-3,4,4,-6

# Screens as filed in PubChem BioAssay.

# These rows are one share of the data. The share of hits here may be higher or lower than overall.
